Tau ThT inhib = tau fibrillization inhibition (ThT binding). 270,000 compounds, 2.1% hits. AID 1460. recombinant tau K18 P301L, heparin-induced fibrillization, ThT fluorescence. Potency, µM (series often up to 57.4 µM), without a hit: top-dose activity, negative = inhibition, actives largely listed as inhibitors. P10636; further: nearly all actives have a fitted effect of over 55% in size
Target sequence (P10636 561-689 P618L limits assumed): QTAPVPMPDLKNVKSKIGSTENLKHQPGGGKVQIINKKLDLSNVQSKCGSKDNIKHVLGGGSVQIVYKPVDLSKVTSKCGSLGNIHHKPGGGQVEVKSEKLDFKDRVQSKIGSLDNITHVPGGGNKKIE
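K18 P301L tau (15 uM + 0.24 uM Alexa 594-tagged), heparin 20 uM, NaOAc pH 7, 6 h 37 C; ThT 30 uM, 1 h RT, ex 450/em 510 nm.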
Tau fluor counter = counter-screen for tau fibril formation inhibitors. tau K18 P301L Alexa594 fluorescence, heparin fibrillization. Potency, µM (top dose mostly 57.7 µM), without a hit: at the highest dose activity change, negative = decrease. 280,000 compounds, 0.93% hits. AID 1463; further: nearly all actives have a fitted effect of over 55% in size
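Human tau K18 P301L (15 uM unlabeled, 0.24 uM Alexa 594-labeled) in 100 mM sodium acetate pH 7 with 20 uM heparin, 6 hr at 37 C. ThT 30 uM added, 1 hr ambient; Alexa 594 FP and total fluorescence read at 555/632 nm.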
GLA spleen mod = alpha-galactosidase A (human) modulation. 240,000 compounds, 0.008% hits. human spleen homogenate, 4MU-alpha-Gal fluorescence, 40 min. AID 2107. Potency, µM (highest dose often 80 µM), for inactives: at the highest dose activity change, negative = inhibition, actives largely listed as inhibitors;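 further: 0% = enzyme with vehicle and -100% = no enzyme basal signal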
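qHTS titration in buffer at pH 5.0. Alpha-galactosidase activity in spleen homogenate was measured via 4-methylumbelliferone release from 1 mM fluorogenic substrate after 40 min at 37C and a pH 10 stop. AC50 came from Hill fits of control-normalized data.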
ALDH1A1 inh = ALDH1A1 (human) enzyme inhibition; Potency, µM (doses to about 75.3 µM), without a hit: at the highest dose activity, negative = inhibition, most hits filed as inhibitors; Purified ALDH1A1, NADH fluorescence, propionaldehyde substrate; 220,000 compounds, 7.3% hits; P00352; AID 1030; active means well fitted inhibition curve with a large enough effect, not every such curve was filed as active; inconclusive means small, poorly fitted or top-dose-only effect, or another doubt; inactive means no such curve, though single readings can be large or run the other way;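 further: plate controls were no enzyme wells and a reference inhibitor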
TexasRed fluor = counter-screen for TRb-SRC2 inhibitors: fluorescence interference; Potency, µM (top dose mostly 106 µM), without a hit: at the top dose fluorescence change, negative = quenching; AID 1479; TRb/SRC2 Texas Red total fluorescence interference; 280,000 compounds, 0.29% hits; active means well fitted curve in either direction with a large enough effect; inconclusive means small, poorly fitted or top-dose-only effect
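Flags fluorescent or light-absorbing compounds by total fluorescence, S + 2P, at 555 nm excitation and 632 nm emission. Mixture: 20 nM Texas Red SRC2 peptide, 0.6 uM human TRb LBD, 1 uM T3, 5% DMSO; compound exposure 5 h at ambient temperature.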
TRb-SRC2 inh = inhibitors of human thyroid hormone receptor beta-SRC2 interaction; Potency, µM (doses to about 106 µM), without a hit: top-dose activity change, negative = inhibition, most hits filed as inhibitors; 280,000 compounds, 0.065% hits; TRbeta-SRC2 peptide binding, fluorescence polarization; receptor liganded with 1 µM T3; AID 1469; P10828;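 further: plate controls were bound peptide for no effect and peptide without receptor for full effect; nearly all actives have a fitted effect of over 50% in size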
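A fluorescence polarization screen tested compounds at multiple concentrations against complex formation between 0.6 uM TRb ligand-binding domain and 20 nM Texas Red SRC2 peptide, with 1 uM T3 present; readout after 5 hr.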
L3MBTL1 inh = blocks human L3MBTL1. Q9Y468. AlphaScreen L3MBTL1–H3K9me1 peptide binding. Potency, µM (doses to about 57.1 µM), for the others: at the top dose activity, negative = inhibition, usual class: inhibitors. 230,000 compounds, 0.66% hits; further: nearly all actives have a fitted effect of over 60% in size
Target sequence (Q9Y468 whole entry, looked up): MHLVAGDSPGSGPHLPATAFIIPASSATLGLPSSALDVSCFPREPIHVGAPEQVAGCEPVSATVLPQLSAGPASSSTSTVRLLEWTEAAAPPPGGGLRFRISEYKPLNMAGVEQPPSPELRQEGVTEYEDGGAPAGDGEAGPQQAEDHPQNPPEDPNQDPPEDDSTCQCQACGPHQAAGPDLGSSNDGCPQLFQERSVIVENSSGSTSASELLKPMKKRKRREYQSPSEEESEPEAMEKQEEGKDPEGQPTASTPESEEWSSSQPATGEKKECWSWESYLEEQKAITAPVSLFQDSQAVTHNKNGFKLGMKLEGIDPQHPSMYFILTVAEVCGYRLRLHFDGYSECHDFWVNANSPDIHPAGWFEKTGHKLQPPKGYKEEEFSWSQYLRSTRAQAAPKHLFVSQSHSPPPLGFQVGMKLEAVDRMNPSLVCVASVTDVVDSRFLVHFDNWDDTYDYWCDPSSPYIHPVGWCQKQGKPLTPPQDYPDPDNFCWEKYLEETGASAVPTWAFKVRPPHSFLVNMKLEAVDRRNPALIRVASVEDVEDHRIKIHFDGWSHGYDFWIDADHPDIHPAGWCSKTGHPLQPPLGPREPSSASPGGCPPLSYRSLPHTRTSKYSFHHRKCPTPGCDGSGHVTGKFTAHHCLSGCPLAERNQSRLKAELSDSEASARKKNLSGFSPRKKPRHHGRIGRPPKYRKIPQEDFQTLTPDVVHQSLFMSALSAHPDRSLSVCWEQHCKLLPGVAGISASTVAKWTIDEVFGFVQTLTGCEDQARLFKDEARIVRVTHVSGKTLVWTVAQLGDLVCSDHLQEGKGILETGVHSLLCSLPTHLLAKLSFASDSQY
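L3MBTL1 50 nM + b-AHA-H3(1-15)K9me1 75 nM, 30 min RT; compound added, 30 min RT; streptavidin donor/Ni-chelate acceptor beads 10 ug/mL each final, 30 min RT dark; AlphaScreen read.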
Tau FP inhib = blocks human tau fibril formation measured by polarization | 280,000 compounds, 0.39% hits | P10636 | K18 P301L tau heparin fibrillization, Alexa594 FP, 6 h | Potency, µM (top dose mostly 57.7 µM), inactives show at the highest dose activity, negative = inhibition, hits mostly inhibitors; further: nearly all actives have a fitted effect of over 55% in size
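Compound effects on tau fibrillization are measured by Alexa 594 fluorescence polarization (ex 555, em 632 nm). K18 P301L tau is used at 15 uM with 0.24 uM labeled tracer, and 20 uM heparin induces aggregation over 6 hr at 37 C.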
The depositor's hits bear a star; [ ] = remark or other dose. Unless noted, the call rests on the fitted dose curve; in most records, active means well fitted curve in the direction sought with a large enough effect; inconclusive means small, poorly fitted or top-dose-only effect, or another doubt; inactive means no such curve, though single readings can be large; an effect the other way counts as inactive or inconclusive. Unless noted, on the % scale 0 is the no-effect control and ±100 the full control effect; potency means the concentration at half of the fitted maximal effect. Compounds were not picked by outcome; 8.5% or so of the library scored in one or more.

What do the screens show for `CC1(C)C2CCC(C2)C1(C)N=C1OC(CCl)CS1` (stereo unspecified)?
Tau ThT inhib: -7%; Tau fluor counter: -18%; GLA spleen mod: 2%; ALDH1A1 inh: inconclusive; TexasRed fluor: 0%; TRb-SRC2 inh: 9%; L3MBTL1 inh: 18%; Tau FP inhib: -2%

What do the screens show for `Cc1ccc(OCc2ccc(C(=O)Nc3ccc(C(N)=O)cc3)o2)c([N+](=O)[O-])c1`?
Tau ThT inhib: inconclusive; Tau fluor counter: -18%; GLA spleen mod: -3%; ALDH1A1 inh: 10%; TexasRed fluor: -1%; TRb-SRC2 inh: 13%; L3MBTL1 inh: 5%; Tau FP inhib: -4%

Results for O=c1[nH]c(C2CCCN(S(=O)(=O)c3ccccc3)C2)nc2c1nnn2Cc1ccccc1F (stereo unspecified) ?
Tau ThT inhib: -5%; Tau fluor counter: -4%; GLA spleen mod: 0%; ALDH1A1 inh: inconclusive; TexasRed fluor: 2%; TRb-SRC2 inh: -16%; L3MBTL1 inh: -6%; Tau FP inhib: -4%

How did CNC(=O)C1CCC(Cn2c(=O)c3sccc3n(CC(=O)Nc3ccc(C)c(F)c3)c2=O)CC1 (stereo unspecified) do in these assays?
Tau ThT inhib: 3%; Tau fluor counter: 1%; TexasRed fluor: -6%; TRb-SRC2 inh: 4%; Tau FP inhib: 2%

What do the screens show for `CCNc1oc(COc2ccccc2F)nc1C#N`?
Tau ThT inhib: -16%; Tau fluor counter: -15%; GLA spleen mod: -5%; ALDH1A1 inh: inconclusive; TexasRed fluor: 1%; TRb-SRC2 inh: -2%; L3MBTL1 inh: -6%; Tau FP inhib: -6%

How did COc1ccc(NC(=O)C(NC(=O)c2ccc(=O)[nH]c2)c2ccc(C)cc2)cc1 (stereo unspecified) do in these assays?
Tau ThT inhib: 2%; Tau fluor counter: 0%; GLA spleen mod: -10%; ALDH1A1 inh: 7%; TexasRed fluor: 0%; TRb-SRC2 inh: 2%; L3MBTL1 inh: 2%; Tau FP inhib: -4%

How did COc1ccc(-c2nc3c(-c4ccccc4)cnn3cc2C)cc1F do in these assays?
Tau ThT inhib: -8%; Tau fluor counter: -6%; GLA spleen mod: 9%; ALDH1A1 inh: 5%; TexasRed fluor: -2%; TRb-SRC2 inh: 0%; L3MBTL1 inh: 15%; Tau FP inhib: -8%

Results for O=c1[nH]c2ccc(NCc3ccc(-c4ccc(F)cc4)o3)cc2[nH]1 ?
Tau ThT inhib: inconclusive; Tau fluor counter: -28%; TexasRed fluor: 2%; TRb-SRC2 inh: -10%; Tau FP inhib: 7%

How did Cn1c(=O)c2cnc(N3CCOCC3)nc2n(C)c1=O do in these assays?
Tau ThT inhib: 6%; Tau fluor counter: 9%; GLA spleen mod: -2%; ALDH1A1 inh: -1%; TexasRed fluor: 5%; TRb-SRC2 inh: -2%; L3MBTL1 inh: 6%; Tau FP inhib: 5%

Results for O=C(CSc1nc(C2CC2)nc2c1cnn2-c1ccccc1)Nc1c[nH]c(=O)[nH]c1=O ?
Tau ThT inhib: -2%; Tau fluor counter: -4%; GLA spleen mod: 3%; ALDH1A1 inh: 21%; TexasRed fluor: 0%; TRb-SRC2 inh: 2%; L3MBTL1 inh: -4%; Tau FP inhib: 8%

Three structures already listed, arranged by length of the SMILES, rising:
How did Cn1c(=O)c2cnc(N3CCOCC3)nc2n(C)c1=O do in these assays?
Tau ThT inhib: 6%; Tau fluor counter: 9%; GLA spleen mod: -2%; ALDH1A1 inh: -1%; TexasRed fluor: 5%; TRb-SRC2 inh: -2%; L3MBTL1 inh: 6%; Tau FP inhib: 5%

Results for O=c1[nH]c2ccc(NCc3ccc(-c4ccc(F)cc4)o3)cc2[nH]1 ?
Tau ThT inhib: inconclusive; Tau fluor counter: -28%; TexasRed fluor: 2%; TRb-SRC2 inh: -10%; Tau FP inhib: 7%

Results for O=c1[nH]c(C2CCCN(S(=O)(=O)c3ccccc3)C2)nc2c1nnn2Cc1ccccc1F (stereo unspecified) ?
Tau ThT inhib: -5%; Tau fluor counter: -4%; GLA spleen mod: 0%; ALDH1A1 inh: inconclusive; TexasRed fluor: 2%; TRb-SRC2 inh: -16%; L3MBTL1 inh: -6%; Tau FP inhib: -4%

Continuation:
How did c1ccc(CSc2nncn2-c2ccccn2)cc1 do in these assays?
Tau ThT inhib: -15%; Tau fluor counter: -7%; GLA spleen mod: -5%; ALDH1A1 inh: -14%; TexasRed fluor: 1%; TRb-SRC2 inh: -4%; L3MBTL1 inh: -4%; Tau FP inhib: -7%

Results for CCCCn1c(=O)n(-c2ccc(Br)cc2F)c(=O)c2c3c(sc21)CN(C(C)=O)CC3 ?
Tau ThT inhib: -14%; Tau fluor counter: -2%; TexasRed fluor: 5%; TRb-SRC2 inh: 2%; Tau FP inhib: inconclusive

How did COc1ccc2cc(CN(C(=O)Nc3ccccc3OC)C3CCCC3)c(=O)[nH]c2c1 do in these assays?
Tau ThT inhib: -16%; Tau fluor counter: -17%; GLA spleen mod: -2%; ALDH1A1 inh: inconclusive; TexasRed fluor: -1%; TRb-SRC2 inh: -1%; L3MBTL1 inh: 2%; Tau FP inhib: 0%

Results for Cc1ccc(S(=O)(=O)N2CC3(C)CN(S(=O)(=O)c4ccc(C)cc4)CC(C)(C2)C3O)cc1 (stereo unspecified) ?
Tau ThT inhib: -2%; Tau fluor counter: -5%; GLA spleen mod: 5%; ALDH1A1 inh: 3%; TexasRed fluor: -3%; TRb-SRC2 inh: -3%; L3MBTL1 inh: 5%; Tau FP inhib: -9%

How did COC(=O)C1=NNC2(c3ccc(Cl)cc3)C(=O)N(c3ccccc3)C(=O)C12 (stereo unspecified) do in these assays?
Tau ThT inhib: -6%; Tau fluor counter: -4%; GLA spleen mod: -1%; ALDH1A1 inh: 12%; TexasRed fluor: 2%; TRb-SRC2 inh: -2%; L3MBTL1 inh: 2%; Tau FP inhib: 3%

How did CCOc1ccc(CNS(=O)(=O)c2cc3c(cc2C)NC(=O)CO3)cc1OC do in these assays?
Tau ThT inhib: -12%; Tau fluor counter: -16%; TexasRed fluor: -3%; TRb-SRC2 inh: 4%; Tau FP inhib: -11%

How did Cc1ccccc1-n1c(SCC(=O)c2cc(C)n(C)c2C)nnc1-c1ccncc1 do in these assays?
Tau ThT inhib: -21%; Tau fluor counter: -2%; GLA spleen mod: -1%; ALDH1A1 inh: inconclusive; TexasRed fluor: 0%; TRb-SRC2 inh: -8%; L3MBTL1 inh: -16%; Tau FP inhib: -5%

How did CCc1nnc(NS(=O)(=O)c2ccc(N/C=C\C(=O)c3cccc(OC)c3)cc2)s1 do in these assays?
Tau ThT inhib: inconclusive; Tau fluor counter: 4%; GLA spleen mod: -3%; ALDH1A1 inh: -9%; TexasRed fluor: -2%; TRb-SRC2 inh: 7%; L3MBTL1 inh: -3%; Tau FP inhib: 1%

How did O=C(CSc1nc2ccccc2c(=O)[nH]1)c1ccccc1 do in these assays?
Tau ThT inhib: -7%; Tau fluor counter: -5%; GLA spleen mod: -1%; ALDH1A1 inh: inconclusive; TexasRed fluor: -1%; TRb-SRC2 inh: -2%; L3MBTL1 inh: 8%; Tau FP inhib: inconclusive

How did CCSCc1nnc(SCC(=O)Nc2cc(F)ccc2C)n1C do in these assays?
Tau ThT inhib: 2%; Tau fluor counter: -2%; GLA spleen mod: 4%; ALDH1A1 inh: -19%; TexasRed fluor: 0%; TRb-SRC2 inh: -4%; L3MBTL1 inh: 1%; Tau FP inhib: -9%

Results for O=C(/C=C/c1cc2ccccc2o1)c1ccccc1O ?
Tau ThT inhib: inconclusive; Tau fluor counter: -16%; GLA spleen mod: 6%; TexasRed fluor: -3%; TRb-SRC2 inh: 1%; L3MBTL1 inh: -10%; Tau FP inhib: 7%

Results for CN(C)C(=O)CS(=O)(=O)c1ccc(Cl)cc1 ?
Tau ThT inhib: -5%; Tau fluor counter: -12%; GLA spleen mod: -3%; TexasRed fluor: 0%; TRb-SRC2 inh: 10%; L3MBTL1 inh: -9%; Tau FP inhib: -4%

Results for CC(C)(C)c1ccc(S(=O)(=O)Nc2cccc(C3OCCCO3)c2)cc1 ?
Tau ThT inhib: 4%; Tau fluor counter: -9%; GLA spleen mod: -2%; ALDH1A1 inh: 25µM*; TexasRed fluor: -1%[53 µM]; TRb-SRC2 inh: -10%[53 µM]; L3MBTL1 inh: 9%; Tau FP inhib: 10%

What do the screens show for `CC(=O)N1N=C(c2cccnc2)OC1c1ccc(C(C)C)cc1` (stereo unspecified)?
Tau ThT inhib: 10%; Tau fluor counter: 13%; GLA spleen mod: 11%; ALDH1A1 inh: -3%; TexasRed fluor: -2%; TRb-SRC2 inh: 0%; L3MBTL1 inh: 28%; Tau FP inhib: 11%

Results for CCC1(C)Cc2c(C#N)c(N)sc(=S)c2CO1 (stereo unspecified) ?
Tau ThT inhib: 25µM*; Tau fluor counter: -16%; GLA spleen mod: -1%; ALDH1A1 inh: 10µM*; TexasRed fluor: -1%; TRb-SRC2 inh: inconclusive; L3MBTL1 inh: -9%; Tau FP inhib: inconclusive

How did O=C(O)CC(C(=O)Nc1ccc(Cl)cc1Cl)C1CCCO1 (stereo unspecified) do in these assays?
Tau ThT inhib: -6%; Tau fluor counter: 0%; GLA spleen mod: 2%; ALDH1A1 inh: -3%; TexasRed fluor: -4%; TRb-SRC2 inh: 7%; L3MBTL1 inh: 3%; Tau FP inhib: 1%

How did O=C(c1cnn(C(=O)COc2ccc(Cl)cc2)c1)c1ccccc1O do in these assays?
Tau ThT inhib: inconclusive; Tau fluor counter: -6%; GLA spleen mod: -2%; ALDH1A1 inh: 4.5µM*; TexasRed fluor: -2%; TRb-SRC2 inh: 4%; L3MBTL1 inh: 4%; Tau FP inhib: -5%

What do the screens show for `Cc1ccc2nc(-c3ccc(NC(=O)c4ccc(S(C)(=O)=O)cc4)cc3)sc2c1`?
Tau ThT inhib: -5%; Tau fluor counter: 12%; TexasRed fluor: -1%; TRb-SRC2 inh: -5%; Tau FP inhib: -4%

From PubChem BioAssay
